# Screening data deposited in PubChem BioAssay by Southern Research Specialized Biocontainment Screening Center.
# M. tuberculosis: growth inhibition of non-replicating M. tuberculosis (AID 488890). Mycobacterium tuberculosis non-replicating, growth inhibition; higher % means a stronger effect. one-dose inhibition, % at 25 µM; IC50 in µM for titrated hits. 320,000 compounds, 0.39% hits; in the data active = a potency from the dose series; inconclusive = inhibition mostly from about 82% at the one dose, without a potency; inactive = the rest, 99 in 100 with inhibition below about 76%;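 note: plate controls were DMSO cells for no effect and high antibiotic wells for full effect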
# H1N1 NS1A inhibition: H1N1 influenza NS1A inhibitors, functional cell based assay (AID 504329); NS1A functional cell-based assay, percent inhibition; higher % means a stronger effect; inhibition, % at 12.5 µM; hits with a dose series show IC50 in µM; 340,000 compounds, 0.3% hits; in the data active = a potency from the dose series; inconclusive = inhibition above about 27% without an active follow-up result; note: strong numbers were not always called active
# H37Rv inhibition: M. tuberculosis growth inhibition, HTS (AID 449762). M. tuberculosis H37Rv growth inhibition, 7H9 media; higher % means a stronger effect. one-dose inhibition, % at 25 µM; IC50 in µM for titrated hits. 330,000 compounds, 0.59% hits; in the data active = a potency from the dose series; inconclusive = inhibition above about 70% without an active follow-up result;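 note: bacterial growth assessed after seven days of incubation; strong numbers were not always called active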
# PhoP GFP inhibition: PhoP regulon inhibitors, Salmonella typhi PhoP promoter GFP reporter, confirmatory (AID 1850); Salmonella Typhi PhoP-promoter GFP reporter, fluorescence, 4 h; higher % means a stronger effect; 310,000 compounds, 0.33% hits; inhibition, % at 50 µM, or IC50 in µM where a hit was titrated; in the data active = a potency from the dose series; inconclusive = inhibition mostly from about 25% at the one dose, without a potency; inactive = the rest, 99 in 100 with inhibition below about 19%;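 note: 0% = induced wells with vehicle and 100% = uninduced wells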
# inhibitors of VEEV: inhibitors of VEEV TC-83 cytopathic effect, confirmation, Vero cells (AID 588727); Vero cells, VEEV TC-83 cytopathic effect inhibition; higher % means a stronger effect; inhibition, % at 20 µM, or IC50 in µM where a hit was titrated; 350,000 compounds, 0.13% hits; in the data active = a potency from the dose series; inconclusive = inhibition mostly from about 14% at the one dose, without a potency; inactive = the rest, 99 in 100 with inhibition below about 12%; note: strong numbers were not always called active
# inhibitors of VEEV 10K pilot screen: also measured in inhibitors of VEEV; calls as there; inhibition, %; measured here: 10K pilot screen inhibition
# Active calls of the source: *; i = inactive; ? = inconclusive; · = not tested or not shown. No enrichment for hits; about 1.4% have a hit in one of these screens.
SMILES,M. tuberculosis,H1N1 NS1A inhibition,H37Rv inhibition,PhoP GFP inhibition,inhibitors of VEEV,others
CCN(CC)CCN1C(=O)c2oc3ccccc3c(=O)c2C1c1ccccc1 (stereo not given),2%,0%,-1%,-10%,i,
Cc1nc(NC(=O)C2CC3CCCC(C2)C3=O)sc1C (stereo not given),-2%,-7%,-4%,8%,0.2%,
COc1ccc(NC2=C(C)C(=O)CC2)cc1,7%,3%,3%,-12%,9.8%,
Cc1ccn2c(Nc3ccccc3C)c(-c3cccnc3)nc2c1,18%,-10%,1%,4%,0.1%,
CCCc1nn2c(=O)cc(O)nc2s1,-1%,-6%,1%,14%,0.8%,
CN(CC(=O)Nc1cccc(F)c1)CC(=O)Nc1ccccc1-c1ccccc1,16%,-9%,0%,·,0.8%,
Cc1cccc(NC(=O)c2cccc(S(=O)(=O)N3CCCCC3)c2)c1,8%,7%,1%,14%,0.5%,
COc1ccc(N2CCC(CNC(=S)Nc3ccc(C)cc3C)C2)cc1 (stereo not given),?,19%,14%,6%,i,
CCOC(=O)c1c(N)n(CCN2CCOCC2)c2nc3ccccc3nc12,6%,12%,-6%,-7%,1.1%,
COc1ccc(CNC(=O)C2CCC(CNS(=O)(=O)c3cccc4nsnc34)CC2)cc1 (stereo not given),-6%,-3%,-8%,·,1.8%,
CCOC(=O)CC(NC(=O)c1ccc(C)cc1)c1ccc(OC)cc1 (stereo not given),10%,-2%,2%,-14%,0.4%,
COc1ccc(-c2cc(C(F)(F)F)n3nc(C(=O)Nc4c(C)n(C)n(-c5ccccc5)c4=O)c(Cl)c3n2)cc1,11%,-3%,2%,-5%,0.6%,
Cc1ccc(-c2nn3c(C)nnc3s2)cc1N,-9%,0%,-10%,-6%,1.9%,
CC1(C)CC(=O)C2=C(C1)OC(N)=C([N+](=O)[O-])C2c1ccc(F)cc1 (stereo not given),5%,·,-1%,2%,i,
CCN(CC)S(=O)(=O)c1ccc(O)c(C(=O)OCC(=O)NC23CC4CC(CC(C4)C2)C3)c1,3%,-1%,-9%,·,6.8%,
O=C(NC1=NCCS1)c1cc2ccccc2o1,13%,3%,-2%,-10%,0.9%,
C=C(C)CCOC(=O)C(CC(=O)O)NCc1ccco1 (stereo not given),-5%,-14%,-8%,0%,3.4%,
N#Cc1c(N2C(=O)c3ccc(C(=O)O)cc3C2=O)sc2c1CCCC2,1%,-2%,-2%,-4%,i,
CCOc1cc(C2/C(=C(/O)c3ccc(OC(C)C)cc3)C(=O)C(=O)N2CCCOC)ccc1O (stereo not given),-4%,3%,-10%,-5%,1.5%,
CN(C(=O)CCn1c(=S)oc2ccccc21)C1CCCCC1,4%,-16%,5%,17%,3.1%,

# In the list so far, two contain a furan ring, fused or not:
SMILES,M. tuberculosis,H1N1 NS1A inhibition,H37Rv inhibition,PhoP GFP inhibition,inhibitors of VEEV,others
O=C(NC1=NCCS1)c1cc2ccccc2o1,13%,3%,-2%,-10%,0.9%,
C=C(C)CCOC(=O)C(CC(=O)O)NCc1ccco1 (stereo not given),-5%,-14%,-8%,0%,3.4%,

# More entries follow.
SMILES,M. tuberculosis,H1N1 NS1A inhibition,H37Rv inhibition,PhoP GFP inhibition,inhibitors of VEEV,others
CCN1/C(=C/c2ccc3ccccc3[n+]2CC)C=Cc2ccccc21,?,13µM*,?,?,0.1%,
Cc1cc(C)nc(NC(=O)c2ccc([N+](=O)[O-])o2)n1,·,-1%,-6%,-4%,1.0%,
Cc1cc(NC(=O)CC(CN(C)S(=O)(=O)c2ccccc2)c2ccccc2)no1 (stereo not given),31%,0%,0%,-7%,0.9%,
CN(CC(=O)O)S(=O)(=O)c1ccc2c(c1)NC(=O)CC(=O)N2,-6%,5%,5%,12%,0.8%,
CC(C)(C)OC(=O)N1CCCC(C(=O)Nc2ccc(C(=O)N3CCCCC3)cc2)C1 (stereo not given),14%,-10%,10%,·,i,
O=C(OCC#CCSc1nnc(-c2ccncc2)o1)c1cccs1,4.1µM*,-5%,?,-5%,i,
COc1cc(OC)cc(C(=O)OCC(=O)NCCCc2ccccc2)c1,3%,0%,4%,2%,0.2%,
CS(=O)(=O)N1CCC(C(=O)Nc2cccc(F)c2)CC1,-14%,-1%,4%,6%,2.3%,
CCCC(=O)Nc1nnc(S(=O)(=O)N(CC(C)C)c2ccccc2)s1,-4%,-2%,3%,-2%,0.2%,
CC(=O)Nc1ccc(-c2csc(NC(=O)Cc3cccc(F)c3)n2)cc1,47%,3%,?,5%,8.9%,
CCn1c(CO)nc2c1c(=O)[nH]c(=O)n2Cc1ccccc1,4%,23%,1%,-5%,3.8%,
COc1ccc(-c2cc(C(=O)Nc3ccc(S(N)(=O)=O)cc3)c3ccccc3n2)cc1OC,1%,-32%,10%,-6%,0.1%,
Brc1ccc(COc2ncnc3ccccc23)cc1,70%,-3%,1%,9%,1.8%,
COc1ccc(N=C2C(=S)N(c3ccc(OC)cc3)C(=NS(=O)(=O)c3ccccc3)N2c2ccccc2)cc1,·,-13%,·,·,6.4%,
CC1(C)CC(=O)/C(=C(/O)CCCN2C(=O)c3ccccc3C2=O)C(=NC(C)(C)C)C1,2%,-4%,-10%,-9%,0.3%,
COC(=O)c1ccc(CSc2nc3ccccc3c(=O)n2CC(C)C)o1,0%,-1%,8%,-10%,7.6%,
CC(C)(C)c1ccc(OCC(=O)NNC(=S)NC(=O)c2ccccc2[N+](=O)[O-])c(Br)c1,-23%,-4%,3%,-9%,2.2%,
O=C(COc1ccc(Cl)cc1Cl)N/N=C1\CCCc2ccccc21,-10%,2%,-3%,-11%,7.8%,
CCCC(=O)Nc1ccccc1NC(=O)CCC,4%,7%,0%,-10%,0.5%,
O=C(O)c1ccc(-c2ccc(Cl)cc2Cl)o1,48%,-1%,-5%,-9%,1.8%,inhibitors of VEEV 10K pilot screen=0.2

# Among those listed so far, these have a nitro group on carbon:
SMILES,M. tuberculosis,H1N1 NS1A inhibition,H37Rv inhibition,PhoP GFP inhibition,inhibitors of VEEV,others
CC1(C)CC(=O)C2=C(C1)OC(N)=C([N+](=O)[O-])C2c1ccc(F)cc1 (stereo not given),5%,·,-1%,2%,i,
Cc1cc(C)nc(NC(=O)c2ccc([N+](=O)[O-])o2)n1,·,-1%,-6%,-4%,1.0%,
CC(C)(C)c1ccc(OCC(=O)NNC(=S)NC(=O)c2ccccc2[N+](=O)[O-])c(Br)c1,-23%,-4%,3%,-9%,2.2%,

# Retrieved one by one from above (2):
SMILES,M. tuberculosis,H1N1 NS1A inhibition,H37Rv inhibition,PhoP GFP inhibition,inhibitors of VEEV,others
CN(CC(=O)O)S(=O)(=O)c1ccc2c(c1)NC(=O)CC(=O)N2,-6%,5%,5%,12%,0.8%,
CC1(C)CC(=O)/C(=C(/O)CCCN2C(=O)c3ccccc3C2=O)C(=NC(C)(C)C)C1,2%,-4%,-10%,-9%,0.3%,

# The list continues:
SMILES,M. tuberculosis,H1N1 NS1A inhibition,H37Rv inhibition,PhoP GFP inhibition,inhibitors of VEEV,others
COc1ccc(/C=C2\SC(=O)N(CCC(=O)NC3CCS(=O)(=O)C3)C2=O)cc1 (stereo not given),-2%,0%,3%,8%,0.9%,
Cc1nc2sc(C(c3ccccc3)N3CCN(C(=O)c4ccco4)CC3)c(O)n2n1 (stereo not given),-2%,-4%,-9%,-2%,0.2%,
CC(C)OC(=O)c1c(F)c(F)c(N2CCOCC2)c(F)c1F,13%,-5%,-7%,-14%,i,
CN(C)NC(=S)NC1(C)CCS(=O)(=O)C1 (stereo not given),-9%,2%,-4%,-6%,1.2%,
CCC1=Nc2cc(C(=O)O)ccc2Sc2ccc(Cl)cc21,·,0%,3%,-10%,8.2%,
NC1=NC[C@@H](Cc2ccc(O)cc2)N1CCc1cccc2ccccc12,·,8%,8%,-7%,0.1%,
COc1ccc2[nH]c(C(=O)O)c(CCNC(=O)/C=C/c3ccc(O)c(OC)c3)c2c1,-11%,-3%,-5%,-2%,0.7%,
CCCCN1C(=O)CC(Sc2ncccc2C(=O)O)C1=O (stereo not given),4%,1%,0%,2%,0.0%,
CC(=O)Nc1cccc(C(=O)OC(C)C(=O)NC2CCCc3ccccc32)c1 (stereo not given),8%,-8%,-2%,-2%,2.1%,
CC(C)=C1SC(N2CCN(c3cccc(Cl)c3)CC2)=NC1=O,21%,0%,-1%,1%,8.1%,
CCc1ccc(OCc2nnc(SCC(=O)NC3CCCCC3)o2)cc1,?,-2%,-9%,-8%,8.6%,
C=CCN(CC(=O)NCc1ccccc1)C(=O)c1csnn1,16%,-3%,-1%,6%,5.2%,
COc1ccc(OCc2nnc(SC3CCOC3=O)n2-c2ccccc2)cc1 (stereo not given),-5%,-16%,-7%,4%,0.1%,
CCOC(=O)C1=C(CC)OC(N)=C(C#N)C1c1ccc(OC)cc1OC (stereo not given),12%,-3%,1%,-5%,1.1%,
NC1=NC(=O)/C(=C/c2cn(CCC(=O)O)nc2-c2ccc(Cl)cc2)S1,-5%,-14%,-3%,12%,i,
O=C(N/C(=C/c1cccnc1)C(=O)N1CCOCC1)c1ccccc1Br,-12%,-11%,-1%,-4%,0.3%,
c1ccc2c(c1)nc(Nc1ccc3c(c1)OCO3)c1nnnn12,-6%,-2%,-3%,6%,6.1%,
Cc1ccc(NC(=O)CN2C(=O)NC(C)(c3ccc4c(c3)OCO4)C2=O)cc1 (stereo not given),0%,-6%,0%,·,1.2%,
CCOC(=O)CN(c1cccc(C(C)=O)c1)S(C)(=O)=O,0%,-4%,0%,-4%,2.1%,
O=C(c1cccnc1)C1Cc2ccccc2C1=O (stereo not given),11%,16%,-4%,6%,0.9%,
C=CCn1cc(/C=N\NC(=O)c2cc3c(ccc4ccccc43)o2)c2ccccc21,5%,8%,?,-8%,7.9%,inhibitors of VEEV 10K pilot screen=7.3
O=c1c2ccccc2ncn1-c1ccccc1[N+](=O)[O-],5%,-1%,1%,-7%,0.7%,
CCOC(=O)/C(C#N)=C/c1cc2ccccc2nc1N1CCOCC1,17%,1%,2%,-11%,0.8%,
O=C(Cn1c(=O)n(CCC(=O)N2CCCCC2)c(=O)c2sccc21)NCc1ccccc1,20%,3%,2%,3%,1.2%,
Cc1c(Cl)cccc1NC(=O)CN1CCN(CCO)CC1,3%,5%,0%,-17%,1.4%,
CCSc1nnc(N)s1,-2%,-4%,-22%,16%,0.3%,
Cc1cc(C)c2nc(NNC(=O)c3cc(=O)c4ccccc4o3)sc2c1,·,15%,-2%,-9%,9.2%,
Cc1nc(N2CCN(C)CC2)c2sc(=S)n(C)c2n1,-4%,9%,-6%,-4%,1.2%,
CN(C1CCCCC1)S(=O)(=O)c1cccc(C#N)c1,-3%,2%,2%,11%,1.5%,
COCCn1nnnc1C(c1cccc(OC)c1OC)N1CCN(C2CCCCC2)CC1 (stereo not given),-15%,0%,1%,24%,0.2%,
CCCCn1c(N)c(N(CCOC)C(=O)CSc2nnc(-c3ccc(C(C)(C)C)cc3)n2N)c(=O)[nH]c1=O,20%,0%,6%,7%,9.4%,
OC[C@@H](O)[C@@H](O[C@@H]1O[C@H](CO)[C@H](O)[C@H](O)[C@H]1O)[C@H](O)[C@@H](O)CO,10%,5%,9%,2%,0.5%,
c1ccc(OCc2nn3c(Cn4nnc5ccccc54)nnc3s2)cc1,36%,-5%,1%,-3%,1.0%,
COC(=O)c1c(-c2cccc3ccccc23)csc1NC(=O)Cc1ccc(OC)c(OC)c1,16%,4%,8%,1%,9.1%,
CC(/C=N\N1CCN(Cc2ccc(C)cc2)CC1)=C\c1ccccc1,?,2%,39%,-3%,0.6%,
Clc1ccccc1/C=C/C=N/Nc1nc(N2CCOCC2)nc(N2CCOCC2)n1,20%,-1%,16%,0%,8.9%,
Nc1nonc1C(=O)N/N=C\c1cc2c(cc1Cl)OCO2,4%,-7%,-5%,-1%,0.9%,
CCc1ccc2c(CN3CCN(Cc4ccccc4)CC3)cc(=O)oc2c1,14%,8%,?,9%,0.7%,
COc1ccc(-c2csc(NC(=O)C3CCN(c4ncnc5sc(C)c(C)c45)CC3)n2)cc1OC,24%,-1%,?,1%,11%,
COc1ccc(C(=O)Nc2ccc(C)cn2)cc1S(=O)(=O)N1CCCc2ccccc21,48%,-1%,39%,-1%,4.6%,
CC(C)n1cnc2c(NCc3ccc(S(N)(=O)=O)cc3)nc(NCc3ccc(S(N)(=O)=O)cc3)nc21,5%,16%,-3%,-11%,i,
Cc1nnc(C)n1/N=C/c1cccn1C,-1%,-6%,8%,1%,1.6%,
Cc1ccc(N2CC(C(=O)Nc3ccc(S(=O)(=O)Nc4nccs4)cc3)CC2=O)cc1 (stereo not given),57%,-4%,66%,0%,5.9%,
COc1ccc(OCc2ccc(/C=N\NC(=O)c3sccc3C)o2)cc1,3%,-7%,-8%,-8%,5.4%,
